NF-kB expr up – compounds increasing NF-kB expression in human neuronal cells | NF-kB reporter expression; stronger effect = higher value | fold change at 12.5 µM | 190,000 compounds, 1.6% hits | AID 1239; in the data active = fold change above about 3.3
STAT3 act – activators of IL-6 induced STAT3 signaling; 190,000 compounds, 0.91% hits; U3A cells, IL-6 STAT3-luciferase reporter, luminescence; 100% = signal with IL-6 EC80 alone; activation (% of control), % at 5.6 µM; AID 871;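 active = activation above the screen-wide mean of compound activation plus 3 SD, cut at about 130% in these data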;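 note: 0% = background luminescence of wells with medium and substrate only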
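Material: STAT1-lacking human U3A cells, STAT3 luciferase reporter | Benchmarks: IL-6-only wells as 100% reference | Probe or stimulus: IL-6 (33 ng/mL) | Timing: Compound 1 h, then IL-6 6 h at 37 °C | Detection: Luminescence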
Hsp70 activator – switches on Hsp70 transcription | HeLa Hsp70 promoter luciferase reporter, luminescence; scaled: vehicle 0, proteasome-inhibitor control 100% | activation, % at 10 µM | 200,000 compounds, 0.04% hits;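 active = activation above the mean across all tested compounds plus 3 SD, cutoff set per campaign, cut at about 5.5% in these data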;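 note: 100% = MG132 at 30 µM as the positive control and 0% = DMSO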
APP 5'UTR act – activates APP 5'UTR luciferase reporter; SH-SY5Y APP 5'UTR luciferase reporter, luminescence; zero percent = DMSO vehicle wells; activation, % at 2 µM; 190,000 compounds, 1% hits;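 active = activation above a set limit, based on mean plus 3 SD of controls, cut at about 140% in these data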; note: values of inactives mirror those of a sister screen read the other way
STAT1 activator – activators of IFN-gamma induced STAT1 signaling; NIH 3T3 STAT1-luciferase reporter, luminescence; 100% = IFN-gamma alone, no compound; activation (% of control), % at 5.5 µM; 200,000 compounds, 2.6% hits;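 active = activation above the screen-wide mean activation plus 3 SD, cut at about 130% in these data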;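 note: raw ratio to IFN-gamma control signal so 100% means no change and 0% no light; values of inactives mirror those of a sister screen read the other way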
STAT1 blocker – STAT1 signaling inhibition; NIH 3T3 STAT1-luciferase reporter, IFN-gamma, luminescence; inhibition, % at 5.5 µM; 200,000 compounds, 0.35% hits; AID 920;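 active = inhibition above a set limit, the mean inhibition across all tested compounds plus 3 SD, cut at about 34% in these data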;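 note: 0% = IFN-gamma with DMSO and 100% = IFN-gamma with 300 µM nifuroxazide; values of inactives mirror those of a sister screen read the other way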
RAM inhibit – yeast RAM network inhibition; S. cerevisiae dse1pr::URA3 reporter, 5-FOA growth OD615, 2 d; analog-sensitive cbk1-as2 kinase mutant strain; inhibition, % at 50 µM; 190,000 compounds, 1.8% hits; AID 868;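 active = inhibition above a set limit, 3 SD over mean compound inhibition, cut at about 8.4% in these data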;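 note: 0% = DMSO-only wells with no growth and 100% = 10 µM 1-NA-PP1 full growth; inhibition rescues growth on 5-FOA so higher OD means more RAM inhibition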
FLuc inhib CS – inhibits firefly luciferase, flagging false hits in luciferase inhibition screens; 200,000 compounds, 1.5% hits; inhibition, % at 10 µM; P08659; ATPLite firefly luciferase biochemical luminescence, 10 min;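 active = inhibition above about 50% when tested at 10 µM, limit read from the data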
Target sequence (P08659 whole entry, looked up): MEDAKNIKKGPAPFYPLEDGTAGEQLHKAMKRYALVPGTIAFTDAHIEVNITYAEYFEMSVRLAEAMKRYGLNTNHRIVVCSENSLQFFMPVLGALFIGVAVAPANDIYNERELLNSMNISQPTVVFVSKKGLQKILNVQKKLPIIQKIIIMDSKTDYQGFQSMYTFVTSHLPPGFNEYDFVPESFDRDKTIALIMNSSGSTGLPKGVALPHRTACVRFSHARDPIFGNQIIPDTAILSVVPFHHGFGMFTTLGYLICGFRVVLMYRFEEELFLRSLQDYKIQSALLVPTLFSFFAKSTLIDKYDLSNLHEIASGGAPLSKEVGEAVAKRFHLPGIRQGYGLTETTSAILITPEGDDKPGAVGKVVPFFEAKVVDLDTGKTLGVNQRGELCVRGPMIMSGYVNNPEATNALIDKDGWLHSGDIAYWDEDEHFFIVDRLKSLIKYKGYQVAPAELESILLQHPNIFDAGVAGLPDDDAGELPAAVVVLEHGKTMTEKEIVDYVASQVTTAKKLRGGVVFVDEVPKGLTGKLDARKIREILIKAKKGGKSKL
APP transl inh – APP translation inhibition. AID 1285. SH-SY5Y APP 5'UTR-luciferase reporter, luminescence. inhibition, % at 2 µM. 190,000 compounds, 0.82% hits;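 active = inhibition above a set limit, derived from the sample mean plus 3 SD, cut at about 45% in these data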; note: values of inactives mirror those of a sister screen read the other way
STAT3 inh – inhibitors of IL-6 induced STAT3 signaling | U3A cells, IL-6 STAT3-luciferase reporter, luminescence; host cell line lacks STAT1 | inhibition, % at 5.5 µM | 190,000 compounds, 0.89% hits | AID 862;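 active = inhibition above the mean inhibition across all screened compounds plus 3 SD, cut at about 44% in these data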;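 note: 0% = DMSO only wells and 100% = 100 µM nifuroxazide control wells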
The depositor's hits bear a star; i = inactive; / = no result given; + = active, no number. No enrichment for hits, and some 7.7% of all compounds hit somewhere here.

SMILES	NF-kB expr up	STAT3 act	Hsp70 activator	APP 5'UTR act	STAT1 activator	STAT1 blocker	RAM inhibit	FLuc inhib CS	APP transl inh	STAT3 inh
Cc1cccn2c(CN[C@@H]3CCCC[C@H]3c3ccccc3)c(C(=O)N3CCOCC3)nc12	1.1	98	-0.3	-17	94	6	0.3	-4	17	8
CC(SCc1ccccc1)C(=O)Nc1ccc2c(c1)OCO2 (stereo unspecified)	1.5	102	-0.2	5	101	-1	1.7	0	-5	2
Fc1ccccc1OCCSc1nc2ccccc2o1	1.6	94	0.2	20	112	-13	1.2	-3	-20	10
CCOC(=O)C1CCN(C(=O)c2cccc(NS(=O)(=O)c3ccc(F)c(F)c3)c2)CC1	0.94	96	-0.4	9	100	-2	1.4	-3	-9	13
CCCCCc1ccc(OCCCC[n+]2cccc(C)c2)c(CCCCC)c1	1.1	54	-0.4	-14	74	27	-2.8	-6	14	58*
COc1cccc(NC(=O)COC(=O)c2c(-c3ccccc3)noc2C)c1	0.78	98	0.0	-1	98	2	2.2	-5	1	5
CC1Cc2nc(SCC(N)=O)n(C)c(=O)c2S1 (stereo unspecified)	0.91	96	-0.4	7	97	1	2.0	-7	-7	4
COc1ccc(NC(=S)NCc2cccnc2)cc1	0.96	93	-0.2	-1	102	-3	0.9	-4	1	18
Nc1nnc(SCC(=O)NC2CCCCC2)n1-c1ccccc1	1	104	0.1	4	104	-4	1.0	2	-4	-2
C/C(Cl)=C\Cn1c(O)c(N=NC(N)=S)c2ccccc21	0.78	101	-0.3	-11	108	-10	2.6	-6	11	0
CCOC(=O)CSc1ncc(OC)c(Sc2ccc(Cl)cc2)n1	1.1	101	-0.3	/	96	4	4.1	-6	/	5
CCOC(=O)/C(C#N)=C/c1cc(C)n(-c2ccccc2)c1C	1.2	77	-0.3	153*	165*	-41	1.5	76*	-153	29
CC1=CC(C)(C)N2C(=O)C3(C(C#N)=C(N)Oc4cc(O)ccc43)c3cccc1c32 (stereo unspecified)	0.97	96	-0.4	-15	131*	-34	2.3	-6	15	7
COc1ccc(C2CC3(CC(C)(C)NC(=S)N3)Oc3cc(O)cc(C)c32)cc1OC (stereo unspecified)	1.2	+	0.3	37	102	-4	1.1	-2	-37	i
CCCCC(C(=O)NCCC(C)C)N(CCCN1CCOCC1)C(=O)c1snc(C(N)=O)c1N (stereo unspecified)	1.2	109	-0.3	20	103	-3	0.7	-5	-20	-5
COc1ccccc1-c1cc(C(=O)N/N=C/c2ccc(C)s2)c2ccccc2n1	2.7	139*	-0.3	10	92	9	0.1	-6	-10	-49
Cc1scc(C(=O)NCc2ccco2)c1-c1ccccc1	1	106	0.3	0	100	-2	1.1	0	0	-1
COc1cccc(N2CCN(C(=O)CN(C)S(=O)(=O)c3ccc4c(c3)c(=O)n(C)c(=O)n4C)CC2)c1	0.73	96	0.1	16	94	5	4.0	-2	-16	7
CC(C)C(=O)NC(=S)Nc1ccc(S(=O)(=O)N(C)C)cc1	1.4	98	-0.2	-17	95	6	1.2	0	17	4
CCCN=C1NC(=O)C(CC(=O)NCCc2ccccc2)S1 (stereo unspecified)	0.89	105	-0.1	31	102	-3	0.1	-1	-31	-4
Oc1ccc(N=Nc2ccc3c(c2)OCCO3)c2cccnc12	1	51	-0.3	-35	91	9	5.5	28	35	63*
CC(C)c1nnc(NC(=O)C2CCN(S(=O)(=O)c3ccc(-n4cnnn4)cc3)CC2)s1	1.3	101	0.0	-26	100	-2	4.3	-6	26	1
O=C(CCc1ccccc1)NNC(=S)Nc1ccc(F)cc1	1.1	95	-0.2	35	97	5	-0.3	-5	-34	11
Cc1ccc(-n2c(=O)c3ccc(C(=O)NCc4ccco4)cc3n(Cc3ccccc3C#N)c2=O)cc1	1	105	-0.3	5	99	1	4.0	-2	-5	-4
CN(C1=C(NC(=O)c2ccc(Cl)cc2)C(=O)c2ccccc2C1=O)c1ccccc1	0.46	120	-0.5	-15	96	4	5.9	9	15	-17
COc1ccc(/C=N/NC(=O)c2ccc(O)cc2O)cc1CSc1ccccn1	1.2	100	-0.4	14	91	10	1.0	30	-14	3
CCCCc1ccc(NC(=O)N[C@H](C(=O)O)C(C)C)cc1	1.1	105	0.1	2	108	-9	-0.3	-1	-2	-2
O=C(Cc1c(F)c(F)c(F)c(F)c1F)OC12CC3CC(C1)C(=O)C(C3)C2	1.1	109	-0.4	-2	106	-6	0.1	-6	2	-4
CCCC(C)NC(=O)c1c2c(nc3ccccc13)CCC2 (stereo unspecified)	0.97	103	-0.2	-1	101	-1	2.2	0	2	-1
CC(C)N1C(=O)C2C(C(=O)NC3CCCCC3)C3C=CC2(O3)C1C(=O)NC1CCCCC1 (stereo unspecified)	1.1	99	-0.3	8	84	17	0.3	-3	-8	4
CSc1cccc(NC(=S)N(CCCN2CCC(C)CC2)Cc2cccs2)c1	0.85	100	0.1	-1	108	-9	-0.4	-6	1	12
O=C(OCc1ccc([N+](=O)[O-])cc1)c1ccccn1	1.3	99	0.1	-1	96	4	0.8	-6	1	8
CCOC(=O)CN(C(=O)CNC(=O)c1cccs1)C(C(=O)NC1CCCCC1)c1cccnc1 (stereo unspecified)	1.1	95	-0.2	-2	107	-7	0.8	-6	2	7
CC(=O)Nc1ccc(S(=O)(=O)NCCC(=O)Nc2ccc(C)c(Cl)c2)cc1	0.8	96	-0.2	11	97	3	2.3	-3	-11	3
CCn1c(=O)c2cc(S(=O)(=O)NC3CCCCC3)ccc2n(CC)c1=O	1.1	105	0.1	-3	104	-5	1.6	-5	3	0
O=C(N/N=C/c1cc([N+](=O)[O-])ccc1O)C12CC3CC(CC(C3)C1)C2	1.3	95	-0.2	-14	96	5	4.1	0	14	11
O=C(COc1ccccc1)Nc1nnc(-c2ccco2)o1	0.9	102	0.2	-9	104	-7	1.5	-3	9	4
Cc1cc2nc(-c3ccc(SCC(=O)Nc4ccc(S(=O)(=O)N5CCCC5)cc4)nc3)[nH]c2cc1C	2.9	102	0.0	153*	140*	-45	0.9	72*	-153	0
CC1=C(C(=O)Nc2ccccc2)C(c2cccs2)n2nnnc2N1 (stereo unspecified)	1.4	108	0.1	10	98	3	0.1	-7	-10	-6
CC(NC(=O)C1CCCN(C(=O)N(C)C)C1)c1ccccc1 (stereo unspecified)	1.2	100	-0.3	0	91	10	1.2	-3	0	7

Complete entries from above. Order of screens: NF-kB expr up	STAT3 act	Hsp70 activator	APP 5'UTR act	STAT1 activator	STAT1 blocker	RAM inhibit	FLuc inhib CS	APP transl inh	STAT3 inh
CC(C)c1nnc(NC(=O)C2CCN(S(=O)(=O)c3ccc(-n4cnnn4)cc3)CC2)s1 is entered as 1.3	101	0.0	-26	100	-2	4.3	-6	26	1
CSc1cccc(NC(=S)N(CCCN2CCC(C)CC2)Cc2cccs2)c1 is entered as 0.85	100	0.1	-1	108	-9	-0.4	-6	1	12
O=C(CCc1ccccc1)NNC(=S)Nc1ccc(F)cc1 is entered as 1.1	95	-0.2	35	97	5	-0.3	-5	-34	11

Carrying on:
SMILES	NF-kB expr up	STAT3 act	Hsp70 activator	APP 5'UTR act	STAT1 activator	STAT1 blocker	RAM inhibit	FLuc inhib CS	APP transl inh	STAT3 inh
CCN(CC)C(=O)CSc1nc(O)c(Cc2ccccc2)c(=O)n1-c1ccccc1	0.9	96	0.2	2	96	4	1.0	-2	-2	9
COc1ccc(-c2cc(CCCC(=O)NCCc3ccc(OC)cc3OC)no2)cc1	0.81	104	-0.6	-11	108	-9	7.1	1	11	0
COC(=O)c1[nH]c2ccc(F)cc2c1NC(=O)CCN1CC(C)OC(C)C1 (stereo unspecified)	1	90	0.0	-3	80	22	0.0	-4	2	15
CCC(OC(=O)c1cccs1)C(=O)NCc1ccc2c(c1)OCO2 (stereo unspecified)	1.1	97	-0.3	14	104	-4	2.1	-4	-14	6
CC1(C)CC(=O)C(C=Nc2ccccc2)=C(O)C1	0.75	85	0.4	18	111	-12	1.2	6	-18	19
Cc1ccc(CNC(=O)CCCN2C(=S)NC(C)(C)CC2C)cc1 (stereo unspecified)	1	99	-0.1	-6	103	-5	1.7	-7	6	8
Cc1nn(CCCC(=O)Nc2nccs2)c(C)c1[N+](=O)[O-]	1.3	94	0.0	-15	95	3	0.4	-6	15	9
CC(=O)c1cccc(CN2CCN(C3CCCC3)C(CCO)C2)c1 (stereo unspecified)	1	94	0.4	2	97	2	1.0	-5	-2	12
O=CNC(Cc1ccccc1)C(=O)O (stereo unspecified)	0.79	101	0.3	14	100	0	-0.5	-4	-14	-4
C/C(=N\NC(=O)C1(C)CC1(Br)Br)c1cccc(NC(=O)C2CCC2)c1 (stereo unspecified)	0.66	104	-0.1	12	97	3	1.1	0	-12	-7
Cc1ccc(S(=O)(=O)Nc2ncc(C(F)(F)F)cc2Cl)cc1	1.2	102	0.1	1	91	9	-0.5	-4	-1	5
COc1ccc(C(=O)CSc2nnc(-c3ccco3)o2)cc1	1.1	99	-0.3	23	94	5	5.0	-5	-23	3
Cc1ccc(S(=O)(=O)n2nc(-c3ccc(Cl)cc3)nc2NCc2ccco2)cc1	1.6	100	-0.5	12	108	-9	15*	-2	-12	0
CCOc1ccc(NC(=S)C(C#N)=C2N(C)c3ccccc3N2C)cc1	1.3	103	0.0	17	96	2	1.3	-8	-17	7
Cc1ccc(-c2nnc3sc(C4COc5ccccc5O4)nn23)cc1 (stereo unspecified)	1	104	-0.3	-27	105	-4	4.0	-4	27	2
Cc1cc(C)cc(Nc2cc(C)nc3nc(C)nn23)c1	1.1	103	-0.1	2	95	5	2.7	-1	-2	1
COc1cc(C2C(C(=O)c3ccc(C)o3)=C(O)C(=O)N2Cc2cccnc2)ccc1O (stereo unspecified)	0.96	93	-0.4	11	98	3	0.2	-21	-11	11
N#Cc1nc(-c2cccc3ccccc23)oc1NCCN1CCCCC1	1.1	97	0.4	5	106	-7	-1.1	-1	-5	8
CC(=O)NC(Cc1ccccc1)C(=O)N1CCN(C(=S)NCC(C)C)CC1 (stereo unspecified)	1.1	93	-0.4	33	102	-5	0.2	-6	-33	14
COC(=O)c1ccc(S(=O)(=O)NCc2cccc(OC)c2)n1C	1.3	104	-0.1	17	100	0	0.6	-4	-17	1
CSCCC(=O)Nc1nc(-c2ccccn2)cs1	0.95	105	0.3	-7	105	-6	2.2	2	7	-1
COC(=O)c1sccc1NC(=O)c1ccccc1	1.1	98	-0.1	8	108	-9	0.8	-8	-8	8
Cc1cccc(-n2c(N)cc(=O)nc2SCC(=O)Nc2cc(C)on2)c1	1.2	97	-0.2	-3	109	-12	3.4	-3	3	8
O=[N+]([O-])c1cc(S(=O)(=O)N2CCCC2)ccc1NCCCN1CCOCC1	1.2	104	0.2	6	99	-1	0.6	-3	-6	4
O=[N+]([O-])c1cccc2ccc(/C=C/c3cccc(Br)c3)nc12	1.5	95	-0.1	4	113	-15	6.1	5	-4	10
O=C1CN(c2ccc(Cl)cc2)C(=O)CN1NC(=S)Nc1ccc(Cl)cc1	1.1	103	-0.5	6	101	-1	2.8	-7	-6	3
O=C(OCn1nnc2ccccc2c1=O)c1cccnc1Cl	1.1	104	-0.5	-8	97	3	0.5	-2	8	-4
